# CXCR6 block: inhibitors of human CXCR6 receptor. 360,000 tested, 0.36% active. O00574. inhibition, % at 20 µM. CHO-K1 PathHunter CXCR6 beta-arrestin, luminescence; in the data active = inhibition above about 34%, passing the limit was not always enough;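 also: antagonist mode with CXCL16 agonist at 10 nM final; 0% = 10 nM CXCL16 with DMSO and 100% = unstimulated wells without agonist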
# CCR6 antag: blocks CCL20-driven beta-arrestin recruitment at human CCR6 | P51684 | CHO-K1 CCR6 PathHunter beta-arrestin, luminescence, CCL20-stimulated | inhibition, % at 20 µM | 340,000 tested, 0.49% active;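 active = compounds whose inhibition of the agonist-driven luminescence signal at 20 µM reaches about 50%, limit read from the data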;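 also: cells stimulated with CCL20 at 14 nM final; plate controls were DMSO with CCL20 for no effect and DMSO without agonist for full effect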
# UBC13 inh: blocks human UBC13 polyubiquitin chain formation; AID 485273; P61088; 330,000 tested, 0.47% active; inhibition, % at 20 µM; TR-FRET; in the data active = inhibition above about 45%, passing the limit was not always enough
# Target sequence (P61088 whole entry, looked up): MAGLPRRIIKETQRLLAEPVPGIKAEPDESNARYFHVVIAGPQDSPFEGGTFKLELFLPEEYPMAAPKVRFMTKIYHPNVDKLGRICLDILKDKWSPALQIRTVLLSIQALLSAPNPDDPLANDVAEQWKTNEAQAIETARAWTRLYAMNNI
# Gli-Sufu block: antagonists of Gli-Sufu signaling. Sufu-KO-LIGHT fibroblasts, Gli luciferase reporter luminescence. inhibition, % at 5 µM. 340,000 tested, 0.74% active. AID 588413;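 active = inhibition above about 55%, limit read from the data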;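 also: 0% = DMSO-treated cells and 100% = wells with medium but no cells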
# 697 NFkB inh: lowers PMA/ionomycin-induced NF-kB signal in 697 B cells; 697 B-cell NF-kB luciferase reporter, 16 h; inhibition, % at 4 µM; 330,000 tested, 0.33% active; AID 435022; in the data active = inhibition above about 35%
# Jurkat NFkB inh: lowers PMA/ionomycin-induced NF-kB signal in Jurkat cells. PMA/ionomycin-induced NF-kB luciferase reporter, luminescence. inhibition, % at 4 µM. 330,000 tested, 0.53% active. AID 435003; in the data active = inhibition above about 50%
# EBI2 antag: antagonists of human EBI2 receptor. EBI2 beta-arrestin recruitment, luminescence, 7a,25-OHC stimulated. AID 651636. 360,000 tested, 0.81% active. inhibition, % at 5 µM. P32249; in the data active = inhibition above about 38%;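 also: enzyme fragment complementation signal reports receptor beta-arrestin coupling in cells; 0% = agonist plus DMSO wells and 100% = wells without agonist; some results beyond the cut were filed as inactive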
# APJ antag: antagonists of human APJ apelin receptor. P35414. CHO-K1 APJ beta-arrestin complementation, luminescence. inhibition, % at 20 µM. 330,000 tested, 0.32% active. AID 2521;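 active = inhibition above about 40% at 20 µM, limit read from the data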;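 also: cells challenged with 10 nM apelin-13 agonist together with compound; plate controls were apelin-13 plus DMSO wells for no effect and DMSO wells lacking apelin-13 for full effect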
# Target sequence (P35414 whole entry, looked up): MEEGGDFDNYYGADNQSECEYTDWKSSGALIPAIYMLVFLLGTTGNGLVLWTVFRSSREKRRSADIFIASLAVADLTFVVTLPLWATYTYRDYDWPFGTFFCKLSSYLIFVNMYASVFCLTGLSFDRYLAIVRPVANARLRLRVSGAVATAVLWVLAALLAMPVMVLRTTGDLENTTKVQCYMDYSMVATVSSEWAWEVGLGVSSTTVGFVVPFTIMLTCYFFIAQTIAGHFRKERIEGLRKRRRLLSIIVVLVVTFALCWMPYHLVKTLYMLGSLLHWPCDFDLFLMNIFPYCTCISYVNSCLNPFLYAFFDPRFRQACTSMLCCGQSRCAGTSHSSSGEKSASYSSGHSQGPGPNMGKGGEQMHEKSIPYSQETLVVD
# An asterisk follows results filed as active; x = not tested or not shown.
SMILES	Gli-Sufu block	CCR6 antag	APJ antag	Jurkat NFkB inh	CXCR6 block	EBI2 antag	697 NFkB inh	UBC13 inh
COC(=O)NCc1ccc2c(c1)OCO2	4	-10	6	1	-1	1	-3	6
O=S(=O)(c1ccccc1Cl)N1CCC(O)(c2cccnc2)CC1	-2	-14	2	8	11	-8	-3	0
O=C1NC2(NN1c1ccccc1)C1CC3CC(C1)CC2C3 (stereo unspecified)	1	10	-4	-15	-11	-12	-10	5
COc1ccc(C2(C(=O)NCCc3ccccc3)CCCC2)cc1OC	2	14	11	-14	0	-6	-4	1
COc1cc2c(C(=O)NCCN(C)C)cn(CC(C)C)c(=O)c2cc1OC	-2	4	-8	3	0	-10	7	13
CC(CCN1CCN(CCO)CC1)c1ccccc1 (stereo unspecified)	5	-1	6	-2	3	-2	0	-2
CCn1c(C)nc2cc(C(=O)NN=Cc3ccc([N+](=O)[O-])cc3)ccc21	-1	2	-20	-1	-6	-27	3	-21
CCCc1nc(SCC(=O)Nc2nnc(SCC)s2)c2c(=O)n(C)c(=O)n(C)c2n1	58*	8	8	8	1	-8	3	4

SMILES	Gli-Sufu block	CCR6 antag	APJ antag	Jurkat NFkB inh	CXCR6 block	EBI2 antag	697 NFkB inh	UBC13 inh
CC1CCc2cc(F)ccc2N1C(=O)CSc1nnc(-c2cccs2)n1C (stereo unspecified)	-3	15	9	5	2	-12	22	-4
CCOc1cccc(-c2nnc3sc(-c4ccco4)nn23)c1	-57	10	15	-3	5	20	-6	4
Cc1ccccc1C([O-])=Nc1ccc[n+](-c2nc3ccccc3nc2NS(=O)(=O)c2ccccc2)c1	-4	9	15	4	x	x	10	10
CC(C)CN(C(=O)C1COc2ccccc2O1)c1c(N)n(CC(C)C)c(=O)[nH]c1=O (stereo unspecified)	-4	9	4	-17	-2	1	7	-2
O=C(NN1C(=O)c2ccccc2C1=O)C1C2CCCCC21 (stereo unspecified)	6	9	5	1	1	-32	19	3
CC(C)CNC(=O)c1ccccc1NC(=O)c1ccc(CSc2ccccc2)cc1	11	9	0	2	4	10	-14	-5
CC(C)OC(=O)CC(=O)CSc1nc2c(c(-c3cccs3)c1C#N)CCC2	-8	33	17	6	16	14	3	18
O=C(COC(=O)Cc1n[nH]c(=O)c2ccccc12)NNC(=O)c1ccccc1	3	3	-9	1	2	12	-1	1

SMILES	Gli-Sufu block	CCR6 antag	APJ antag	Jurkat NFkB inh	CXCR6 block	EBI2 antag	697 NFkB inh	UBC13 inh
O=C(CN1C(=O)/C(=C/c2ccc(F)cc2)SC1=S)NC1CCS(=O)(=O)C1 (stereo unspecified)	3	-1	-27	1	5	0	-14	-26
COc1ccc(C(=O)NCCn2cc(SCC(=O)NCC3CCCO3)c3ccccc32)cc1OC (stereo unspecified)	7	7	-20	-5	-6	-6	-22	-2
Cc1ccc(C(=O)Oc2ccccc2N2C(=O)C3C4CCC(C4)C3C2=O)cc1 (stereo unspecified)	-7	17	-1	7	-3	-1	19	5
CC(=O)c1cccc(OCc2cc(C(=O)N3CCC(N4CCCCC4)CC3)no2)c1	16	12	17	-13	-4	-4	-8	9
O=C(c1ccccn1)c1ncc(C(F)(F)F)cc1Cl	-1	4	-9	8	-5	-3	15	-8
COc1ccccc1Oc1coc2c(CN(C)C)c(O)ccc2c1=O	27	2	-31	-2	-9	-9	10	12
COc1ccc(NC(=O)NNC(=O)COc2ccc3ccccc3c2)cc1OC	1	7	17	2	5	0	0	7
Cn1c(=O)c(S(=O)(=O)C(C)(C)C)c(O)c2ccccc21	3	-11	-12	7	5	-4	-24	2

SMILES	Gli-Sufu block	CCR6 antag	APJ antag	Jurkat NFkB inh	CXCR6 block	EBI2 antag	697 NFkB inh	UBC13 inh
CCCCNC(=O)C(=O)NCc1ccncc1	-5	-16	9	-11	1	-5	0	-6
CC(=O)c1cccc(NC(=O)Cn2cnc(S(=O)(=O)N3CCC(C)CC3)c2)c1	10	-3	42*	5	-9	9	-18	-13
CN1CCN(C(=O)c2cc3c(s2)-c2ccccc2S(=O)(=O)C3)CC1	-17	4	2	-23	-1	5	-3	3
CCn1c(COC(=O)CNC(=O)c2ccccc2)nc2cc(S(=O)(=O)N(C)C)ccc21	-5	5	8	7	0	-11	0	5
CCN=C1SC(CC(=O)NC(C)C)C(=O)N1CC (stereo unspecified)	2	-4	7	-3	-3	6	0	0
CCN(CC)C(=O)CN(c1cccc(C(F)(F)F)c1)S(C)(=O)=O	7	8	18	0	-4	-23	0	-2

# Rewritten with two lines to a compound: 15 of the compounds above
# Values in the order: Gli-Sufu block	CCR6 antag	APJ antag	Jurkat NFkB inh	CXCR6 block	EBI2 antag	697 NFkB inh	UBC13 inh
COC(=O)NCc1ccc2c(c1)OCO2
 : 4	-10	6	1	-1	1	-3	6
O=S(=O)(c1ccccc1Cl)N1CCC(O)(c2cccnc2)CC1
 : -2	-14	2	8	11	-8	-3	0
O=C1NC2(NN1c1ccccc1)C1CC3CC(C1)CC2C3 (stereo unspecified)
 : 1	10	-4	-15	-11	-12	-10	5
COc1ccc(C2(C(=O)NCCc3ccccc3)CCCC2)cc1OC
 : 2	14	11	-14	0	-6	-4	1
COc1cc2c(C(=O)NCCN(C)C)cn(CC(C)C)c(=O)c2cc1OC
 : -2	4	-8	3	0	-10	7	13
CC(CCN1CCN(CCO)CC1)c1ccccc1 (stereo unspecified)
 : 5	-1	6	-2	3	-2	0	-2
CCn1c(C)nc2cc(C(=O)NN=Cc3ccc([N+](=O)[O-])cc3)ccc21
 : -1	2	-20	-1	-6	-27	3	-21
CCCc1nc(SCC(=O)Nc2nnc(SCC)s2)c2c(=O)n(C)c(=O)n(C)c2n1
 : 58*	8	8	8	1	-8	3	4
CC1CCc2cc(F)ccc2N1C(=O)CSc1nnc(-c2cccs2)n1C (stereo unspecified)
 : -3	15	9	5	2	-12	22	-4
CCOc1cccc(-c2nnc3sc(-c4ccco4)nn23)c1
 : -57	10	15	-3	5	20	-6	4
Cc1ccccc1C([O-])=Nc1ccc[n+](-c2nc3ccccc3nc2NS(=O)(=O)c2ccccc2)c1
 : -4	9	15	4	x	x	10	10
CC(C)CN(C(=O)C1COc2ccccc2O1)c1c(N)n(CC(C)C)c(=O)[nH]c1=O (stereo unspecified)
 : -4	9	4	-17	-2	1	7	-2
O=C(NN1C(=O)c2ccccc2C1=O)C1C2CCCCC21 (stereo unspecified)
 : 6	9	5	1	1	-32	19	3
CC(C)CNC(=O)c1ccccc1NC(=O)c1ccc(CSc2ccccc2)cc1
 : 11	9	0	2	4	10	-14	-5
CC(C)OC(=O)CC(=O)CSc1nc2c(c(-c3cccs3)c1C#N)CCC2
 : -8	33	17	6	16	14	3	18

# Screens as filed in PubChem.

# Not a hit list. About 3% of those tested had a hit in this group.
